IkB sig inh: IkB pathway inhibition in ABC-DLBCL cells. ABC-DLBCL IkBa-CBG/CBR dual luciferase ratio, 4 h; response scale: scaled: untreated 0%, proteasome inhibitor 100%. 0.04% of 110,000 active. Potency, µM (series often up to 57.1 µM), for inactives: at the top dose IkBa stabilization activation; active means well fitted curve in the direction sought with a large enough effect in the signal ratio, not every such curve was filed as active; inconclusive means small, poorly fitted or top-dose-only effect, or a change in a side signal; the % refers to the signal ratio;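 further: the direction sought is a rising ratio; 0% = basal untreated cells and 100% = reference inhibitor full response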
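In this assay, an IκBα–CBG68 fusion accumulates when IKK-driven degradation is blocked; native CBR normalizes for cell number. OCI-Ly3 cells were treated 4 h with compound and doxycycline, then green and red light read after Chroma-Glo addition.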
p53ts 32C tox: cytotoxicity in p53ts cells at permissive temperature | H1299-p53A138V at 32C, ATP luminescence viability, 24 h | Potency, µM (top dose mostly 46.1 µM), inactives show at the highest dose activity change, negative = cytotoxicity, actives largely listed as cytotoxic | 0.93% of 130,000 active;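 further: 0% = DMSO and -100% = full killing by reference compound; nearly all actives have a fitted effect of over 55% in size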
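ATP-content luminescence (ATPlite) read-out after 24 h compound exposure at 32C in H1299-p53A138V cells (600/well). Tested up to 46 uM. Normalized to DMSO (0%) and 100 uM tamoxifen (100% killing); Hill-fit AC50.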
p53ts 39C kill: p53ts cell cytotoxicity, nonpermissive temperature; Potency, µM (titrated, usually from 46.1 µM), for inactives: at the top dose activity change, negative = cell killing, hits mostly cytotoxic; 1.5% of 130,000 active; H1299-p53A138V viability at 39C, ATP luminescence, 24 h; further: nearly all actives have a fitted effect of over 55% in size
Peg3 imprint: induces erasure of genomic imprints in mouse ES cells. 0.02% of 110,000 active. mouse ES Peg3-LacZ reporter, beta-gal luminescence, 40 h. Potency, µM (top dose mostly 60.7 µM), without a hit: at the top dose activity change, positive = activation, usual class: activators;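 further: 0% = negative control wells on the plate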
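Imprint erasure is scored as LacZ activity from the silenced maternal Peg3 allele in feeder-free female ES cells cultured 40 h with LIF. Luminescence is normalized to in-plate negative controls and fitted to the Hill equation.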
* = called active by the depositor; ? = inconclusive; · = no result given; [ ] = dose if it differs, or a comment. Unless noted, the call rests on the fitted dose curve; in most records, active means well fitted curve in the direction sought with a large enough effect; inconclusive means small, poorly fitted or top-dose-only effect, or another doubt; inactive means no such curve, though single readings can be large; an effect the other way counts as inactive or inconclusive. Unless noted, on the % scale 0 is the no-effect control and ±100 the full control effect; potency means the concentration at half of the fitted maximal effect.

Sample of the layout, 11 compounds:
#	SMILES	p53ts 32C tox	p53ts 39C kill	Peg3 imprint	IkB sig inh
1	COc1ccc(C2(CNC(=O)C(=O)Nc3ccccc3C)CCCC2)cc1OC	6%	-21%	13%[10.9 µM]	2.8%
2	Oc1ccccc1-c1nc(NCC2CCCO2)c2ccccc2n1 (stereo unspecified)	-2%	-12%	-18%	?
3	COc1cc(N/C(=N/S(=O)(=O)c2ccccc2)c2ccccc2)ncn1	-15%	-28%	-71%[inhibitor]	2.4%
4	COC(=O)c1ccc(NC(=O)C2CC(=O)N(c3cc(C)ccc3C)C2)cc1 (stereo unspecified)	16%	7%	-6%	0.3%
5	COc1cc(NC(=O)Cn2nnc(-c3ccccc3N)n2)cc(OC)c1	-5%	-9%	-7%	10%
6	O=C(c1csnn1)N1CCC[C@@]2(CCN(c3ncccn3)C2)C1	-7%	4%	·	0.2%[11.4 µM]
7	O=C(CCCNS(=O)(=O)c1cccc2nsnc12)NCc1ccccc1	1%	-4%	-11%	-0.6%
8	COc1ccc(S(=O)(=O)Nc2cccc(-c3ccc(N4CCC(C)CC4)nn3)c2)c(OC)c1	10µM*	16µM*	-7%[10.9 µM]	?
9	CCOC(=O)c1c(NC(=O)c2nn(CC)cc2Br)c(C#N)nn1-c1ccccc1	12%	2%	-23%	?
10	Cn1c(SCc2ccccc2Cl)nnc1-c1cnccn1	-2%	-9%	-32%[inhibitor]	-1.1%
11	CCn1c(=O)n(-c2cccc(Cl)c2)c(=O)c2sc3ccccc3c21	3%	-4%	-4%[10.9 µM]	-1.4%

This part in full, repeating the preview:
#	SMILES	p53ts 32C tox	p53ts 39C kill	Peg3 imprint	IkB sig inh
1	COc1ccc(C2(CNC(=O)C(=O)Nc3ccccc3C)CCCC2)cc1OC	6%	-21%	13%[10.9 µM]	2.8%
2	Oc1ccccc1-c1nc(NCC2CCCO2)c2ccccc2n1 (stereo unspecified)	-2%	-12%	-18%	?
3	COc1cc(N/C(=N/S(=O)(=O)c2ccccc2)c2ccccc2)ncn1	-15%	-28%	-71%[inhibitor]	2.4%
4	COC(=O)c1ccc(NC(=O)C2CC(=O)N(c3cc(C)ccc3C)C2)cc1 (stereo unspecified)	16%	7%	-6%	0.3%
5	COc1cc(NC(=O)Cn2nnc(-c3ccccc3N)n2)cc(OC)c1	-5%	-9%	-7%	10%
6	O=C(c1csnn1)N1CCC[C@@]2(CCN(c3ncccn3)C2)C1	-7%	4%	·	0.2%[11.4 µM]
7	O=C(CCCNS(=O)(=O)c1cccc2nsnc12)NCc1ccccc1	1%	-4%	-11%	-0.6%
8	COc1ccc(S(=O)(=O)Nc2cccc(-c3ccc(N4CCC(C)CC4)nn3)c2)c(OC)c1	10µM*	16µM*	-7%[10.9 µM]	?
9	CCOC(=O)c1c(NC(=O)c2nn(CC)cc2Br)c(C#N)nn1-c1ccccc1	12%	2%	-23%	?
10	Cn1c(SCc2ccccc2Cl)nnc1-c1cnccn1	-2%	-9%	-32%[inhibitor]	-1.1%
11	CCn1c(=O)n(-c2cccc(Cl)c2)c(=O)c2sc3ccccc3c21	3%	-4%	-4%[10.9 µM]	-1.4%
12	CCOCCn1c(CCCO)nc2ccccc21	0%	-2%	-7%	-0.2%
13	COc1ccc(C2CC(C(F)(F)F)n3nc(C(=O)NCc4c(C)nn(C)c4C)c(Cl)c3N2)cc1 (stereo unspecified)	9%	3%	-11%	?
14	CC1CC(C)CN(C(=O)Cn2c(-c3nonc3N)nc3ccccc32)C1 (stereo unspecified)	7%	1%	·	·
15	COCCSc1nc2c([nH]c3ccccc32)c(=O)n1-c1ccc(OC)c(OC)c1	-2%	-12%	21%[10.9 µM]	2.2%
16	Cc1cc(C)nc(N(C#N)S(=O)(=O)c2ccccc2)n1	-1%	-4%	-2%	?
17	COc1ccc(-n2nc(C(=O)N(C)c3cccc(C(F)(F)F)c3)c3c4ccccc4n(C)c3c2=O)cc1	3%	-11%	7%[10.9 µM]	-2.9%
18	Cc1ccc(NC(=O)C2CCCN(S(=O)(=O)c3c(C)n[nH]c3C)C2)c(C)c1 (stereo unspecified)	6%	22%	?	-0.4%
19	CCCCCOc1ccc(/C=C/C(=O)Nc2sc(C)c(C)c2C(=O)OCC)cc1OC	8%	29%	-6%[10.9 µM]	2.8%
20	CCCCNc1nc(Oc2ccc(=O)n(-c3ccccc3)n2)nc(N(CC)CC)n1	39%[activator]	-12%	-15%[10.9 µM]	0.2%
21	COCCNc1ccnc(-c2ccccc2C)n1	1%	7%	-8%	0.8%[11.4 µM]
22	COc1cccc(Nc2sc(C(=O)c3ccc(Cl)cc3)c(N)c2C(=O)NCCc2ccc(OC)c(OC)c2)c1	-5%	?	-8%[10.9 µM]	?
23	O=S(=O)(c1ccccc1)N1CCC2(CCCN(Cc3nccs3)C2)CC1	-6%	-5%	·	-0.6%[11.4 µM]
24	O=C(c1ccc2c(c1)OCO2)N1CCNc2ccccc2C1	-2%	-5%	-10%	-0.9%
25	Cn1c(SCC#N)nnc1-c1cnccn1	12%	29%	·	·
26	CCn1ncc(C(=O)Nc2ccc(S(=O)(=O)N3CCCC3)cc2)c1C	6%	-12%	-17%	-1.1%
27	Cc1c(C(=O)OCC2CCCCC2)[nH]c2c1C(=O)CC(c1ccccc1Cl)C2 (stereo unspecified)	27%	-15%	-12%[10.9 µM]	0.0%
28	COCCCn1c(-c2ccc(OC)cc2)nc2nc3ccccc3nc21	12%	-7%	0%	-2.0%
29	COc1ccc(CNC(=O)Nc2cn(CC(C)C)c(=O)c3ccccc23)cc1	-4%	3%	8%[10.9 µM]	0.1%
30	Cc1cc(NC(=O)CSc2nnc(COc3ccccc3)o2)no1	4%	-3%	-3%	-0.5%
31	CCCCOc1ccc(-c2nn(-c3ccccc3)cc2C2NC(=O)NC(C)=C2C(=O)OC)cc1 (stereo unspecified)	18%	13%	-4%[10.9 µM]	?
32	O=C(COc1ccc(Br)cc1)OCc1nnc(-c2ccccc2)o1	-3%	-8%	9%	1.5%
33	CCCc1cc(=O)oc2c(C)c3occ(C)c3cc12	12%	10%	·	·
34	CC(C)(C)C(=O)Nc1ccccc1C(=O)OCc1cc(=O)n2ccsc2n1	-1%	-9%	-8%[10.9 µM]	?
35	Cc1n[nH]c(C)c1S(=O)(=O)N1CCCC(C(=O)NCC2COc3ccccc3O2)C1 (stereo unspecified)	4%	3%	-3%	0.1%
36	O=C(N1CCCCC1)N1CCN(C(=O)N(c2ccccc2)c2ccccc2)CC1	5%	9%	-7%	4.1%
37	CCCCC1C(=O)N(c2ccccc2)N(c2ccc(O)cc2)C1=O (stereo unspecified)	-15%	87%[activator]	-34%[inhibitor]	·
38	COc1ccc(OCC(=O)Nc2cc(-c3ccccc3F)nn2-c2ccccc2)cc1	-9%	-22%	3%[10.9 µM]	-2.0%
39	O=C(c1ccco1)N1CCN(Cc2ccc(Cl)cc2)CC1	52%[activator]	-8%	-18%	-4.8%
40	COc1ccc(C(=O)Nc2c(N)nc(SCC(=O)N3CCCCCC3)[nH]c2=O)cc1OC	8%	4%	-21%	1.1%
41	Cc1noc(C)c1COC(=O)CCc1nc2ccccc2s1	-8%	-9%	-3%	1.0%
42	Cc1nc2sc(C(c3ccco3)N3CCN(c4cccc(Cl)c4)CC3)c(O)n2n1 (stereo unspecified)	6%	17%	·	·
43	CN1CCN(c2ccc(NC(=O)c3ccccc3Br)cc2)CC1	-10%	-10%	-80%[inhibitor]	3.6%
44	COc1ccc(N2CCN(C(=O)CN3C(=O)COc4ccc(S(=O)(=O)N5CCC(C)CC5)cc43)CC2)cc1	9%	14%	-11%[10.9 µM]	?
45	CCn1c(CNc2cccc(Cl)c2)nnc1SCc1ccccc1	-5%	-4%	·	6.3%
46	Cc1ccc(S(=O)(=O)N2CCCC2C(=O)Oc2ccccc2)cc1 (stereo unspecified)	-3%	-2%	3%	-0.8%
47	CCOc1cc(NC(=O)c2ccco2)c(OCC)cc1NC(=O)COc1ccccc1	9%	8%	-16%	-0.6%
48	O=C(O)CCC(=O)c1cccc2ccccc12	-9%	4%	-3%	-2.7%
49	Cc1ccc(N(CC(=O)NC2CCC(C)CC2)S(=O)(=O)c2cccnc2)cc1 (stereo unspecified)	-1%	1%	-12%	-3.6%
50	O=C(NCc1ccccn1)C1CCCN(S(=O)(=O)c2ccc(Br)cc2)C1 (stereo unspecified)	1%	16%	-5%	?

The list continues:
#	SMILES	p53ts 32C tox	p53ts 39C kill	Peg3 imprint	IkB sig inh
51	CCOc1ccc(-c2nc3c(c(SCC(=O)N4CCCCC4)n2)Cc2cc(C)ccc2O3)cc1	-3%	-6%	-11%[10.9 µM]	0.8%
52	CCOc1ccc(NC(=O)CCc2c(C)nc3nc(-c4cc(OC)cc(OC)c4)nn3c2C)cc1	-4%	-15%	6%[10.9 µM]	?
53	Cc1sc(NC(=O)c2ccco2)c(CN2CCCCC2)c1C	4%	-15%	-48%[inhibitor]	0.2%
54	COc1ccc(NC(=O)CN2C(=O)C(C)(C)c3cc(S(=O)(=O)N4CCCCC4)ccc32)cc1Cl	0%	-18%	-2%[10.9 µM]	5.5%
55	COc1ccc(CNC(=O)CN2C(=O)CSc3ccc(S(=O)(=O)N4CCC(C)CC4)cc32)cc1	5%	4%	-13%[10.9 µM]	?
56	Cc1cc(S(=O)(=O)N2CCCC2)c(C)s1	14%	13%	2%	0.5%
57	Cc1nc2cc(NC(=O)N3CC4(C)CC3CC(C)(C)C4)ccc2n1C (stereo unspecified)	2%	14%	-5%	1.8%
58	CCCCn1c(CNC(C)=O)nc2ccccc21	7%	6%	-2%	3.0%
59	CCCNC(=O)C1CCC(Cn2c(=O)c3sccc3n(CC(=O)Nc3ccccc3C)c2=O)CC1 (stereo unspecified)	0%	-20%	12%[10.9 µM]	1.1%
60	COc1ccccc1NC(=O)c1c(NC(=O)c2ccccc2Cl)sc2c1CCC2	11%	11%	-8%[10.9 µM]	12%
61	CNC(=O)CCn1nc(-c2ccc(Cl)cc2)c2ccccc2c1=O	-1%	-3%	1%	-1.1%
62	Clc1ccc(-c2nnc(-c3ccc(Br)o3)o2)c(Cl)c1	-20%	-29%	-33%[inhibitor]	-2.7%
63	Cc1cc(C)c(S(=O)(=O)NCC2CCC(C(=O)NCCCN3CCOCC3)CC2)c(C)c1 (stereo unspecified)	0%	-6%	-5%	1.7%
64	O=C(Cc1ccccc1)Nc1c(C(=O)N2CCOCC2)cnn1-c1ccccc1	-4%	6%	-8%	0.5%
65	Cc1ccc(-c2nc(CSCC(=O)N3CCCC3)c(C)o2)cc1	7%	-4%	-24%	-0.3%
66	Cc1cc(C)c2nc(N3CCCC3)c(C#N)cc2c1	-1%	-12%	-45%[inhibitor]	0.1%
67	COC(=O)c1cc(OC)c(OC)cc1NC(=O)Nc1ccccc1OC	1%	-2%	2%	0.7%
68	CS(=O)(=O)N1CCN(c2ccc(NC(=O)c3ccc(Br)o3)cc2)CC1	-4%	-2%	-16%	1.3%
69	Nn1cnn(Cc2ccccc2)c1=S	-7%	9%	8%	-0.1%
70	CCn1nc(NC(=O)c2ccco2)c2cc3ccc(C)cc3nc21	4%	-1%	0%	-1.6%
71	COc1ccc(NS(=O)(=O)c2c(C)n(C)c(=O)n(C)c2=O)cc1OC	6%	4%	-6%	-1.2%
72	CCNc1nc(SCc2ccccc2)nc(N2CCOCC2)n1	3%	34%[activator]	9%	-0.7%
73	Cc1cnnc2c1-c1no[n+]([O-])c1CC2	-7%	14%	6%	0.4%
74	CCOC(=O)Cn1c(=O)n(C2CCCCC2)c2nc(-c3ccc(Cl)cc3)nc(C(N)=O)c21	-2%	-13%	4%[10.9 µM]	-2.0%
75	CCOC(=O)C1CCN(C(c2cccc(F)c2)c2c(O)cc(C)n(CCOC)c2=O)CC1 (stereo unspecified)	-2%	4%	-12%[10.9 µM]	-0.1%
76	Cc1cc(Nc2cc(C(=O)O)ccc2C)n2ncnc2n1	10%	3%	1%	3.0%
77	Cc1ccc(CNC(=O)C(=O)NCC(c2cccs2)S(=O)(=O)c2ccccc2)cc1 (stereo unspecified)	37%[activator]	-9%	-1%[10.9 µM]	-1.3%
78	Cc1cccc(Cn2ccn(Cc3ccc(Cl)cc3)c(=O)c2=O)c1	?	32µM*	8%[10.9 µM]	?

From PubChem BioAssay
